# Efflux pump inh – blocks antifungal efflux pumps in multiplex yeast assay. S. cerevisiae Candida pump triplex, Nile Red efflux. inhibition, % at 10 µM. actives 0.44% (n = 330,000);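 active = plate passing quality check with inhibition over a set limit, or well fluorescence over plate mean plus 4 SD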;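 also: Nile Red retained in pooled yeast measured as flow cytometry median fluorescence; 0% = buffer negative control and 100% = Enniatin B positive control; higher means more Nile Red kept so more efflux inhibition; some compounds called inactive have numbers as strong as hits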
# TPT1 inh – inhibitors of Candida albicans tRNA 2'-phosphotransferase TPT1 | inhibition, % at 5 µM | actives 0.81% (n = 300,000) | recombinant caTPT1, FP RNA substrate dephosphorylation | AID 1962;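 active = inhibition above the mean of all tested compounds plus 3 SD, set per screening campaign, cut at about 24% in these data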;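 also: plate controls were DMSO alone for no effect and ferristatin control at 100 nM for full effect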
# PREPL inh – human PREPL enzyme inhibition; actives 0.68% (n = 320,000); AID 2751; recombinant PREPL, fluorescence polarization activity-based probe; inhibition, % at 5.96 µM; in the data active = inhibition above about 43%;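 also: 0% = enzyme with DMSO and 100% = wells lacking enzyme; many of its hits are not listed in these tables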
# LYPLA2 counter – counter-screen for PME1 inhibitors: inhibitors of human LYPLA2 | recombinant LYPLA2, FP-Rh probe fluorescence polarization | inhibition, % at 5.9 µM | actives 0.38% (n = 320,000) | AID 2177;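 active = inhibition above the screen-wide mean plus 3 SD, limit set per campaign, cut at about 26% in these data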;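 also: 0% = LYPLA2 with DMSO and 100% = wells lacking LYPLA2 enzyme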
# PP5 inh – inhibitors of human protein phosphatase 5 (PP5). purified PP5c, OMFP substrate fluorescence. inhibition, % at 6.7 µM. actives 0.18% (n = 320,000). AID 1987;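 active = inhibition above the campaign's mean inhibition across all tested compounds plus 3 SD, cut at about 9.5% in these data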;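 also: 0% = DMSO only and 100% = 100 µM cantharidin control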
# Target sequence (P53041 whole entry, looked up): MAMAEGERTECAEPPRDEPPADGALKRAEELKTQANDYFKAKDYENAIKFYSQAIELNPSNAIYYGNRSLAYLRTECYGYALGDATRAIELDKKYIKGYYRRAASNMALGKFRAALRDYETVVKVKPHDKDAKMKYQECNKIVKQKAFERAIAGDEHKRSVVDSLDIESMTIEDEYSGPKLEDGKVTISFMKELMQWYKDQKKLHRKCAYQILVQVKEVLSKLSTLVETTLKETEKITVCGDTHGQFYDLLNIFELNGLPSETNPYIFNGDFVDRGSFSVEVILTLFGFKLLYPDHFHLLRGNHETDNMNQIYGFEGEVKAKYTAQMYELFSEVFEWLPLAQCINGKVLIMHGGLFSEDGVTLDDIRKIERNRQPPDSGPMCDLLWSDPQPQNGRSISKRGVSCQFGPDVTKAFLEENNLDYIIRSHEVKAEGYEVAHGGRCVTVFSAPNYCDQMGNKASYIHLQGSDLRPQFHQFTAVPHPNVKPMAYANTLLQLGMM
# PP1 inh – blocks human PP1-alpha phosphatase, a PP5 counter-screen; P62136; purified PP1alpha, OMFP fluorescence; inhibition, % at 6.7 µM; actives 0.9% (n = 320,000); AID 2235;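 active = inhibition above the mean inhibition of all tested compounds plus 3 SD, computed separately for each screening campaign, cut at about 15% in these data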
# GASC-1 inh – inhibitors of human GASC-1 (JMJD2C) demethylase; Q9H3R0; GST-JMJD2C(1-420) H3K9me3 demethylation, DELFIA europium; inhibition, % at 2.35 µM; actives 0.069% (n = 330,000);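 active = more than half of a compound's replicate wells show inhibition beyond 50%, single wells judged on their own value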;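 also: signal counts dimethyl H3K9 product captured on neutravidin plate; 0% = median of DMSO wells and 100% = 0.3 times that DMSO median; strong numbers were not always called active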
# Target sequence (Q9H3R0 1-420 limits assumed): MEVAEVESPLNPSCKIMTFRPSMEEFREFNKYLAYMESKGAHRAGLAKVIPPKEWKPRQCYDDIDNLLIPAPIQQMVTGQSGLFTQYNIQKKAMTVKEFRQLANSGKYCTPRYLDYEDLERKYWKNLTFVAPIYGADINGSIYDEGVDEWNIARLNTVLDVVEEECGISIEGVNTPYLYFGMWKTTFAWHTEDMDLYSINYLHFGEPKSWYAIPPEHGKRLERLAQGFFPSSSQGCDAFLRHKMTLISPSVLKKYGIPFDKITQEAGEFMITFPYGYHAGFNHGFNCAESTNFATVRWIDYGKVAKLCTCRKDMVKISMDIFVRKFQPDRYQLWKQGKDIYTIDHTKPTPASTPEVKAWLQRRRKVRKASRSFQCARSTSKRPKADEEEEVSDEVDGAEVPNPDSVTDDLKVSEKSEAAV
# CTSL1 counter – cathepsin L1 inhibition, PFM18AAP counter-screen; AID 1906; actives 0.49% (n = 300,000); inhibition, % at 5.96 µM; recombinant F. hepatica cathepsin L1, Z-Leu-Arg-MCA fluorescence;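 active = inhibition above the mean of all tested compounds plus 3 SD, set per screening campaign, cut at about 17% in these data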;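 also: 0% = plate median of test compound wells and 100% = 1 µM Z-Phe-Ala-diazomethylketone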
# core dimer inh – HCV core protein dimerization inhibition | inhibition, % at 5 µM | actives 0.33% (n = 300,000) | TR-FRET GST/Flag-core106 dimerization, 1536-well;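 active = inhibition above the mean of all tested compounds plus 3 SD, set per screening campaign, cut at about 45% in these data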
#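 Test system: GST/Flag-tagged HCV core106 proteins; Medium: KF-containing HEPES buffer, pH 7.45, DTT, CHAPS, BSA; Times: compound-protein-antibody incubation 4 h at 22.5 °C; Detection: TR-FRET 671 and 617 nm emission; Benchmarks: wells lacking GST-core106 and wells with excess unlabelled core106.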
# Active calls of the source: *; i = inactive; · = no result given. Not all compounds are listed; the hit share may differ from the screen's.
Compound	Efflux pump inh	TPT1 inh	PREPL inh	LYPLA2 counter	PP5 inh	PP1 inh	GASC-1 inh	CTSL1 counter	core dimer inh
COc1ccc(NC(=O)C(C)N2c3cccc4cccc(c34)S2(=O)=O)cc1 (stereo not given)	-0.2	1	-3	1	2.6	1	6	-2	2
CN(C)C(=S)Oc1ccccc1-c1ccccc1OC(=S)N(C)C	0.2	-3	10	-4	2.6	-1	i	-4	-6
CC(=O)NN1C(=O)c2ccccc2NC1c1ccoc1 (stereo not given)	0.0	0	0	4	-2.7	-2	5	0	0
O=C(NC1CCCCC1)C(=O)c1c[nH]c2ccccc12	-0.5	1	1	1	0.9	2	1	2	3
CCN(CC)CCn1c(=N)n(CC(=O)c2ccc(C)cc2)c2ccccc21	0.2	0	34	1	1.9	2	3	-2	-5
Cc1ccc(S(=O)(=O)N(C)c2ccc(OCC(=O)NC3=NCCS3)cc2)cc1	-0.1	3	3	2	-0.2	-2	5	2	0
Cc1ccc(-n2nnnc2SC(C)C(=O)Nc2ccccc2-c2ccccc2)cc1 (stereo not given)	0.1	1	2	-4	2.2	3	-6	5	9
CCCCOC(=O)NS(=O)(=O)c1sc(CC(C)C)cc1-c1ccc(Cn2c(CC)nc3c(C)cc(C)nc32)cc1	0.2	1	-9	16	8.8	6	·	2	7
O=C(c1cc(-c2cccs2)on1)N1CCCCC1	0.1	-2	18	-1	3.8	-6	4	7	1
O=C(Nc1ncc(Cc2ccccc2)s1)C1CCCO1 (stereo not given)	0.5	0	-5	-1	1.1	2	6	1	8
C=C(C)C1CCC2(C(=O)O)CCC3(C)C(CCC4C5(C)C(C=O)C(O)C(C)(C)C5CCC43C)C12 (stereo not given)	0.6	-3	-2	6	4.2	9	-11	0	9
Cc1ccc(S(=O)(=O)N2CCN(C(=O)CCCOc3cccc(C)c3)CC2)cc1	-0.1	·	20	6	-0.9	-2	12	·	·
O=C(Nc1ccc(F)cc1)C(=O)C1C(=O)Nc2ccccc21 (stereo not given)	-0.2	-2	8	3	-1.1	-3	-6	3	-6
CC(=O)c1cccc(NS(=O)(=O)c2c(C)noc2C)c1	0.1	-3	13	4	0.3	0	11	3	3
N#C/C(=C\c1ccc(N2CCOCC2)o1)c1nc2ccccc2[nH]1	0.5	182*	24	-56	1.1	-2	2	9	-86
CCCCC(=O)Nc1ccc(NC(=O)C2CC2)nc1	-0.2	-3	6	3	-0.8	-2	-3	7	1
Cc1cccc(NS(=O)(=O)c2cccc(C(=O)N3CCN(S(=O)(=O)c4ccccc4)CC3)c2)c1	-0.1	1	2	2	0.9	-1	-10	-1	-1
CCN1CCN(CC(=O)Nc2ccc(C)cc2C)C(=O)C1=O	0.0	-2	5	10	0.7	-2	0	-5	-23
O=C(COC(=O)/C=C/c1ccco1)NCc1ccco1	0.4	-1	18	-3	-1.6	-5	-2	-5	19
Cn1ncc2c(Nc3cccc(C(=O)O)c3)ncnc21	0.1	-6	1	0	-0.6	-3	2	0	-2

# One compound at a time, from the list above. Order of screens: Efflux pump inh	TPT1 inh	PREPL inh	LYPLA2 counter	PP5 inh	PP1 inh	GASC-1 inh	CTSL1 counter	core dimer inh
# CCN1CCN(CC(=O)Nc2ccc(C)cc2C)C(=O)C1=O as listed: 0.0	-2	5	10	0.7	-2	0	-5	-23
# Cc1cccc(NS(=O)(=O)c2cccc(C(=O)N3CCN(S(=O)(=O)c4ccccc4)CC3)c2)c1 as listed: -0.1	1	2	2	0.9	-1	-10	-1	-1

# New compounds follow:
Compound	Efflux pump inh	TPT1 inh	PREPL inh	LYPLA2 counter	PP5 inh	PP1 inh	GASC-1 inh	CTSL1 counter	core dimer inh
Cn1ccnc1SCC(=O)NC1CCCCC1	0.1	-6	3	6	-1.1	-1	0	4	-2
O=C(O)/C(=C\c1ccc(Br)cc1)NC(=O)c1cccs1	-0.1	3	-6	1	-4.5	-7	6	1	0
Cc1cc(C)c(S(=O)(=O)Nc2cnc3ccccc3c2)c(C)c1	0.0	1	-11	0	1.4	2	5	2	5
CC(NC(=O)c1ccc(NC(=O)CC2SC(N3CCCC3)=NC2=O)cc1)c1ccccc1 (stereo not given)	0.1	·	-5	9	3.7	-2	2	·	·
Brc1ccc(-c2ncc(-c3ccccc3)cn2)cc1	0.0	6	-3	-1	-0.6	-1	-6	-4	8
CCN(CC(=O)NCc1ccc(Cl)cc1)C(=O)CSc1ccccc1	0.0	-3	-13	2	-0.3	6	-4	-2	-3
Cc1ccc(S(=O)(=O)N(C)CC(=O)N2CC(C)OC(C)C2)cc1 (stereo not given)	0.1	0	-8	4	2.4	-2	32	0	6
NS(=O)(=O)c1ccc(NS(=O)(=O)c2ccc(NC(=S)Nc3ccccc3)cc2)cc1	-0.8	-2	14	5	1.3	2	8	3	-6
CC(NC(=O)c1cccc(S(=O)(=O)N2CCN(C)CC2)c1)C1CC2CCC1C2 (stereo not given)	0.1	4	4	7	-1.5	-5	-18	4	2
COCCn1c(SCC#N)nnc1-c1ccc(OC)cc1	-0.1	0	7	-5	0.7	1	-1	-1	-1
COc1ccc(NC(=O)N2CCCC2C(=O)Nc2ccc(C)cc2C)cc1 (stereo not given)	0.0	-2	-5	-7	-0.4	-2	2	0	-5
c1ccc2[nH]c(C3CC3)nc2c1	0.8	2	-3	-10	-1.7	8	0	-5	6
Cc1ccc(C)c(S(=O)(=O)NCC(=O)NCc2ccco2)c1	-0.5	3	-8	1	2.0	-1	-3	3	1
Cc1ccc(OC(=O)c2ccncc2)c(C)c1	0.0	-4	-6	1	0.6	-5	3	0	8
O=C(Nc1cc(N2CCCCC2)ncn1)c1ccc(F)cc1	0.0	-2	-34	-1	1.1	1	-7	4	-1
CC(C)c1ccc(S(=O)(=O)N2CCN(C(C)C(=O)Nc3ccccc3-c3ccccc3)CC2)cc1 (stereo not given)	-0.1	-1	13	-1	4.7	4	12	-1	27
Cc1nc2ncnn2c(C)c1CCC(=O)N1CCOCC1	0.0	2	4	0	1.1	-1	0	1	3
CC1CCN(C(=O)CN(Cc2ccc(Cl)cc2)S(C)(=O)=O)CC1	-0.1	2	4	3	2.5	-2	1	-3	-16
C#CCOCCOCCOCCNc1nc(N2CCN(C(=O)[C@H]([C@@H](C)CC)n3cc([C@@H](N)CC(C)C)nn3)CC2)nc(N2CCN(C(=O)[C@H](Cc3cc4ccccc4[nH]3)n3cc([C@@H](N)Cc4ccc(O)cc4)nn3)CC2)n1	0.3	2	43	-1	6.8	25*	-2	11	-21
CC1CCc2sc(C(=O)NNS(=O)(=O)c3ccc(F)c(F)c3F)cc2C1 (stereo not given)	-0.1	0	-1	5	-0.5	0	-7	5	3
Cc1cc(C)cc(NC(=O)c2oc3ccccc3c2COc2ccccc2)c1	-0.2	1	-4	-11	-2.6	-2	-2	-1	7
CCOC(=O)C1CCN(C(=O)COc2ccc(Cl)cc2)CC1	0.1	2	0	2	-0.7	-4	19	-2	-3
COc1ccc(NC(=O)COc2ccc3c(c2)CCC3)cc1	0.1	0	-7	-3	-2.1	-5	3	-3	-1
O=C(O)c1cc(S(=O)(=O)N2CCCCC2)ccc1F	-0.1	-4	16	4	1.3	-7	-4	1	-6
CCn1nnnc1NCc1ccc(OCc2c(F)cccc2Cl)c(OC)c1	0.1	-4	14	6	0.1	-5	19	-3	-4
COc1ccc(OCCOC(=O)c2ccc(-n3cnnn3)cc2)cc1	-0.1	0	2	6	2.1	-3	-7	-2	3
CC(=O)Nc1ccc(NC(=O)C(C)Sc2nnc(C3CC3)n2-c2ccccc2)cc1 (stereo not given)	-0.2	·	-6	-3	-1.9	-7	·	·	·
Cc1ccc(S(=O)(=O)CCC(=O)OCC(=O)Nc2ccc(N3CCOCC3)cc2)cc1	0.0	-1	-1	5	-1.3	-8	4	-45	-1
O=C(NCC1CCCO1)C1CCN(C2CCN(C(=O)CC3CCCC3)CC2)CC1 (stereo not given)	0.0	-5	2	0	2.6	-6	6	-3	-3
COc1cc(C(=O)NCc2nnc(SCC(=O)N3CCCC3)o2)cc(OC)c1OC	-0.1	1	14	-5	2.5	1	8	-5	1
Cc1nnc(SCC(=O)Nc2cccc([N+](=O)[O-])c2)n1CC1CCCO1 (stereo not given)	0.7	-1	2	-1	0.8	2	1	-5	6
COc1ccc(Nc2nc(N)nc(CN3CCC(Cc4ccccc4)CC3)n2)cc1	0.0	0	31	2	-2.3	-1	4	3	-6
NC(=O)Nc1ccc(Cl)cc1	0.0	6	-3	3	3.0	0	0	-1	0
Cc1ccc(NS(=O)(=O)c2c(C)[nH]c(C)c2C(=O)N2CCCC2)cc1Cl	0.1	-3	11	1	1.3	-1	5	1	-3
O=C(CNc1ccc(Cl)cc1)NNC(=S)NCc1ccccc1	-0.1	2	-36	3	0.2	6	6	-17	-3
O=C(COc1ccc(Cl)cc1Cl)NC1CCSC1=O (stereo not given)	1.7*	-2	15	-4	3.8	1	-13	-4	0
CCN(CC)CCCOC(=O)C(c1ccccc1)c1ccccc1	0.1	-2	-4	2	0.6	-5	3	-2	-1
Cc1ccc(/C=N/NC(=S)NC2CCS(=O)(=O)C2)cc1 (stereo not given)	0.0	6	1	6	0.1	-3	1	4	-4
COc1ccc(CNC(=O)OCCN2CCN(S(=O)(=O)c3ccc(C)cc3)CCC2=O)cc1	-0.2	-1	6	7	4.8	3	12	-3	-6
CCOC(=O)c1sc2nc(C(C)C)c3c(c2c1N)CC(C)(C)OC3	0.0	-1	-1	11	1.7	-1	-5	0	-3
CC(=O)c1ccc(OC(C)C(=O)OCC(=O)NCCc2ccccc2)cc1 (stereo not given)	0.0	·	-3	-2	3.1	-3	7	·	·
S=C1SCN(Cc2cccnc2)CN1Cc1cccnc1	0.0	-2	-1	22	4.3	2	14	1	0
Cc1ccc2[nH]c(=O)cc(C(=O)OC(C)C)c2c1	0.1	-6	9	-3	-0.6	-2	4	-2	1
COc1ccc([C@@H]2[C@@H]3C(=O)N(C(C)(C)C)C(=O)[C@@H]3[C@]3(Cc4ccccc4)C(=O)N(c4ccc(C(F)(F)F)cc4)C(=O)N23)cc1	-0.2	0	4	-4	6.4	3	6	1	11
CCCn1nc(C(=O)Nc2nc3ccccc3[nH]2)c2ccccc2c1=O	0.0	1	-1	0	3.5	-3	4	0	6
Cc1ccc(-c2nc(C=Nc3cccc(C)c3)c(O)o2)cc1	-0.2	9	1	2	2.3	-1	-3	2	4
O=C(Nc1ccccc1-c1ccccc1)c1ccccc1[N+](=O)[O-]	-0.1	-5	9	7	1.4	-4	-4	3	-4
NS(=O)(=O)c1ccc(NC(=O)C2COc3ccccc3O2)cc1 (stereo not given)	0.0	0	-2	-1	1.0	-3	-7	0	9
CC(SCc1ccccc1)C(=O)Nc1ccc(F)cc1 (stereo not given)	-0.1	-2	-8	-3	-1.7	-3	-6	0	0
CC1=CN2C(=N)/C(=C/c3ccc(Sc4ccc(Cl)cc4)o3)C(=O)N=C2S1	-0.2	17	4	-10	0.0	6	-4	4	22
O=C1NC(=O)/C(=C/c2ccccc2Cl)N1	0.0	0	-14	-3	0.3	-3	-2	0	-1
COc1ncccc1C(=O)NC1CCCc2c1cnn2-c1ccc(C)c(C)c1 (stereo not given)	0.2	0	1	-1	2.0	2	-6	-2	7
COc1cccc(C2=NNC(=NCc3ccccc3)SC2)c1	0.0	-1	5	3	-0.4	0	-5	3	2

# Screens as filed in PubChem BioAssay.
